MT1-MMP act inh: blocks activation of human MT1-MMP. P50281. HT1080 RFP-PRO-GFP cells, GFP/RFP ratio fluorescence, overnight; percent of plate control window, DMSO zero. GFP/RFP ratio change, % at 20 µM. hit rate 0.061% among 360,000;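 active = GFP/RFP ratio change of at least 30% with cell ATP level not reduced by more than half and red fluorescence within 50% of control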; note: strong numbers were not always called active
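Assay system: HT1080 RFP-PRO-GFP cells. Benchmarks: DMSO vehicle wells and RFP-L50D-GFP reporter cell wells. Times: overnight cell settling, then overnight compound exposure, 37 °C, 5% CO2. Compound: 20 µM single dose, 1% DMSO. Read-out basis: GFP/RFP fluorescence ratio.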
Scp-1 inhibitor: blocks human Scp-1 phosphatase activity; Q9GZU7; inhibition, % at 20 µM; hit rate 0.88% among 340,000; Recombinant Scp1, phosphopeptide, malachite green phosphate absorbance;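 active = inhibition above about 50% at 20 µM, limit read from the data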;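 note: plate controls were DMSO wells with enzyme for no effect and wells lacking enzyme for full effect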
Target sequence (Q9GZU7 76-261 limits assumed): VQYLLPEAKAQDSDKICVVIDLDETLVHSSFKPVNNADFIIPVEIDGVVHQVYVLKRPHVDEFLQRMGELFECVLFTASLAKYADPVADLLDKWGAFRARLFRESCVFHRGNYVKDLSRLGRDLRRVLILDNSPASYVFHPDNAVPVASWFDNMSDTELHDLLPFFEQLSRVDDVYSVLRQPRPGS
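System: truncated SCP-1 phosphatase (76-261aa); medium: Tris acetate buffer pH 5.5 with MgCl2 and Tween-20; incubation: 45 min room-temperature reaction, 5 min colour, 30 min stabiliser; compound: single 20 µM dose, 1% DMSO; reagent: Phosphorylated 17-residue peptide substrate; read-out: % inhibition at 20 µM; technique: colorimetric free-phosphate detection, absorbance 630 nm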
NadD block: NadD (S. aureus) enzyme inhibition; purified NadD enzyme, colorimetric absorbance read-out; inhibition, % at 20 µM; hit rate 0.78% among 360,000; AID 602399; in the data active = inhibition above about 26%; note: some compounds past the cut are filed as inactive
NRP1-CendR mod: alters CendR peptide binding to human NRP-1. hit rate 0.85% among 360,000. FAM-RPARPAR peptide binding to NRP-1, fluorescence polarization. inhibition, % at 25 µM. O14786;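 active = inhibition or corrected inhibition above about 18%, plus a signal ratio from 0.5 to 1.5, limit read from the data, passing the limit was not always enough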; note: strong numbers were not always called active
STEP block: inhibitors of human striatal-enriched phosphatase STEP. recombinant STEP, OMFP fluorogenic substrate, fluorescence. inhibition, % at 20 µM. hit rate 0.25% among 360,000. P54829;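 active = inhibition at 20 µM, scaled per plate between control wells, above about 37%, limit read from the data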;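 note: 0% = DMSO with enzyme and substrate and 100% = substrate only without enzyme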
Target sequence (P54829 whole entry, looked up): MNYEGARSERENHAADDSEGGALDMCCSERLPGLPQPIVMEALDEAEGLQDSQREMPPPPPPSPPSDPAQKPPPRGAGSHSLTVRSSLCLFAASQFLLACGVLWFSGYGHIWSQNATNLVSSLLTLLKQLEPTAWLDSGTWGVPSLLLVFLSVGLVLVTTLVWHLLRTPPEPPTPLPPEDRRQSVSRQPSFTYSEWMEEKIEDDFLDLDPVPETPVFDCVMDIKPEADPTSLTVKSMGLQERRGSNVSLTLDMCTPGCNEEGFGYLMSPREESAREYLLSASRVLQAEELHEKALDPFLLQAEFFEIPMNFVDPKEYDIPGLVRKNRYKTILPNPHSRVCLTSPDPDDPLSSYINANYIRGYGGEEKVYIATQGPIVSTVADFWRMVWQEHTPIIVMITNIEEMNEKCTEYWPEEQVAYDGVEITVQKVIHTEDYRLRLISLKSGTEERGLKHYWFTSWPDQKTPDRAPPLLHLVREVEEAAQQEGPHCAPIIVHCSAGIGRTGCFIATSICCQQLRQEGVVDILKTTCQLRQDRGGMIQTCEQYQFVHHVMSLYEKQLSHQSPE
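material = STEP tyrosine phosphatase | reagent = fluorogenic phosphatase substrate OMFP at 25 µM final | doses = single compound dose of 20 µM, 1% DMSO final | schedule = 20 min reaction, room temperature, in the dark | measured by = fluorescence, 480/540 nm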
SUMO1-SIM PPI: SUMO1-SIM interaction modulation; AID 602429; SUMO1 binding to a labelled peptide, TR-FRET, 1 h; inhibition, % at 20 µM; hit rate 0.33% among 360,000; in the data active = inhibition above about 37%
Target sequence (P63165 whole entry, looked up): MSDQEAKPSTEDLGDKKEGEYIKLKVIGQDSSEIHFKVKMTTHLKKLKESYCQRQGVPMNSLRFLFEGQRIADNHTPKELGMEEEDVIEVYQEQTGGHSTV
DNMT1 block: DNMT1 (human) enzyme inhibition. DNMT1 molecular beacon, Hinp1I cleavage, fluorescence. hit rate 0.83% among 360,000. inhibition (reported as % activation of signal), % at 10 µM; in the data active = inhibition above about 50%
LMPTP inh: LMPTP (human) inhibition | hit rate 0.22% among 360,000 | AID 651560 | inhibition, % at 20 µM | P24666 | recombinant LMPTP-A, OMFP fluorogenic substrate, fluorescence intensity;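 active = compounds that cut the enzyme signal by at least half of the control window in the single-dose screen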;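 note: plate controls were DMSO wells with enzyme plus substrate for no effect and substrate without enzyme for full effect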
Target sequence (P24666 whole entry, looked up): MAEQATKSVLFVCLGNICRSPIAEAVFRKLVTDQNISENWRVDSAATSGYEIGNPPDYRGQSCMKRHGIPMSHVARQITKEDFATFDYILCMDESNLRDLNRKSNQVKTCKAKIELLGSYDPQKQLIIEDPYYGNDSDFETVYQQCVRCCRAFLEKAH
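Material: LMPTP-A; amount: 0.625 nM enzyme; doses: single 20 µM dose; times: reaction 50 min, room temperature, dark; technique: fluorescence intensity of OMFP turnover product; benchmarks: no-enzyme and uninhibited controls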
Rpn11 block: Rpn11 (human) deubiquitinase inhibition; hit rate 0.59% among 360,000; calls only at 20 µM; AID 588493; O00487; human 26S proteasome, Ub4-pepOG fluorescence polarization; 20S core pre-blocked with epoxomicin;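 active = inhibition at 20 µM, scaled to each plate's controls, above about 33%, limit read from the data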
SKN-1 block: inhibitors of C. elegans SKN-1. AID 624304. hit rate 0.49% among 360,000. inhibition, % at 21.8 µM. C. elegans VP596 Pgst-4::GFP/RFP ratio, acrylamide-induced, 24 h;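 active = interference check ratio from 0.5 to 1.5 plus GFP to RFP signal ratio inhibition reaching or exceeding a fixed threshold, cut at about 30% in these data, passing the limit was not always enough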; note: some compounds called inactive have numbers as strong as hits
An asterisk follows results filed as active; i = inactive; nt = no result given; + = active, no number; & = joins results of further samples.

MT1-MMP act inh	Scp-1 inhibitor	NadD block	NRP1-CendR mod	STEP block	SUMO1-SIM PPI	DNMT1 block	LMPTP inh	Rpn11 block	SKN-1 block	mol
-19.0	2.0	8.1	-11.0	1.2	-13.8	-1.8	1.0	i	6.0	CCN1CCS/C1=C\C=C\C1=[N+](CC)CCS1
6.5	-14.9	-4.0	11.2	-1.8	-15.0	-4.3	0.2	i	1.2	O=[N+]([O-])c1cc(C(F)(F)F)ccc1NCCNC(=S)Nc1ccc(Cl)cc1
-4.1	-6.9	-1.9	7.6	-3.1	-34.5	-3.9	-9.2	i	0.7	CCOc1ccccc1N1CCN(C(=O)c2ccc(OCC(=O)N3CCOCC3)c(OC)c2)CC1
-1.7	-1.1	9.5	-0.4	0.7	-3.7	0.6	-1.4	i	15.2	O=C(Cn1c(=O)cnc2ccccc21)NC1CCC(O)CC1 (stereo not given)
-9.6	-4.1	-0.7	8.2	18.8	1.4	0.8	2.0	i	2.0	COc1nc(N(C)S(=O)(=O)c2ccc(C)cc2)nc(C)c1Cl
1.4	-4.2	-0.5	-13.2	-1.5	-2.6	1.6	1.0	i	6.0	Cc1ccccc1NC(=O)C1CCCN(S(=O)(=O)c2cccc3cccnc23)C1 (stereo not given)
1.9	-5.7	-4.7	-3.2	-3.2	-0.9	0.0	-2.9	i	6.0	CCCCP(=O)(CCCC)Cc1ccccc1
2.2	-9.0	1.3	-40.3	1.4	0.5	2.0	-0.4	i	9.5	Cc1cccc(N=Cc2cc(Br)cc(Cl)c2O)c1
1.3&3.5	-6.0	-1.5&2.4	4.8&1.4	-2.6&1.2	3.3&5.3	0.7&-4.4	-0.5&1.6	i	0.4&10.6	COc1ccccc1N1CCN(C(=S)Nc2ccccc2)CC1
-3.1	-8.3	-8.9	5.7	0.1	6.2	0.4	0.8	i	-1.7	CCCCc1nc2cc(C(=O)NCCc3c(C)n[nH]c3C)ccc2o1
-2.7	-12.1	-5.1	-21.3	0.8	-0.8	-0.6	-0.1	i	0.0	Cc1ccc(OCCNS(=O)(=O)c2cccs2)cc1
-14.6	-12.5	1.5	-187.8	0.7	-25.3	-2.6	6.2	nt	20.9	O=C1/C(=C/c2ccc(O)c(O)c2)SC(=S)N1Nc1ccccc1

MT1-MMP act inh	Scp-1 inhibitor	NadD block	NRP1-CendR mod	STEP block	SUMO1-SIM PPI	DNMT1 block	LMPTP inh	Rpn11 block	SKN-1 block	mol
1.8	4.4	-0.4	10.7	0.7	-20.5	-1.7	2.6	i	15.1	O=[N+]([O-])c1ccc(-c2c(-c3ccccc3)ncc3cc(F)ccc23)cc1
3.1	nt	nt	2.7	nt	-4.3	nt	-0.5	nt	14.3	O=C(Nc1ccc(F)cc1)C(CCc1ccccc1)N1CCN(CC(=O)N2CCCC2)CC1 (stereo not given)
nt	6.8	1.9	4.2	-2.2	-13.7	5.1	0.1	i	-1.2	COc1ccc(C=NNC(=O)c2cc(C)oc2C)cc1O
-1.0	13.0	-4.6	-13.0	-2.1	2.4	2.7	-1.2	i	-7.5	c1ccc(Cn2nnnc2CN2CCCC2)cc1
5.1	-8.3	-9.9	-9.8	-1.7	10.0	3.0	1.9	i	4.0	COC(=O)N/N=C/c1cc(Cl)cc(Cl)c1OCc1ccccc1
5.6	9.8	-3.5	-2.5	-2.9	7.2	1.1	-1.7	i	10.3	COc1ccc(C(=O)Nc2cccc(C)c2)cc1S(=O)(=O)N1CCOCC1
-17.3	-9.6	-0.7	13.9	0.6	-1.8	5.0	-0.4	i	-8.5	CN(C)CCn1c(=S)[nH]c2ccc(Cl)cc2c1=O
1.1	nt	-4.2	-6.4	-2.9	0.4	3.7	-3.9	i	10.4	C[C@H]1CN([C@@H](C)CO)C(=O)CCCn2cc(nn2)CO[C@@H]1CN(C)S(=O)(=O)c1ccc2c(c1)OCCCO2
-2.2	8.1	-5.9	16.8	3.5	52.0*	58.3*	11.8	+	6.6	COc1ccc(CC(=O)Nc2ccc(-c3nnc(-c4ccc(C)cc4)o3)cc2)cc1
1.6	-3.4	-1.3	16.5	-2.4	-3.0	2.6	-2.6	i	-4.3	Cn1c(CCC(N)=O)nnc1SCC(=O)Nc1ccccc1C(=O)NC1CC1
9.6	-9.5	-4.2	17.7	-3.1	-1.4	-0.8	-3.1	i	-16.0	O=c1cc(S(=O)(=O)Cc2ccccc2)[nH]c(=O)[nH]1
-0.6	-6.4	0.2	-2.5	0.5	-0.9	-0.7	-0.2	i	13.1	Cc1cc(C)c(S(=O)(=O)N2CCCC(C(=O)NCc3ccccn3)C2)c(C)c1 (stereo not given)

4 consecutive entries already listed:
MT1-MMP act inh	Scp-1 inhibitor	NadD block	NRP1-CendR mod	STEP block	SUMO1-SIM PPI	DNMT1 block	LMPTP inh	Rpn11 block	SKN-1 block	mol
-19.0	2.0	8.1	-11.0	1.2	-13.8	-1.8	1.0	i	6.0	CCN1CCS/C1=C\C=C\C1=[N+](CC)CCS1
6.5	-14.9	-4.0	11.2	-1.8	-15.0	-4.3	0.2	i	1.2	O=[N+]([O-])c1cc(C(F)(F)F)ccc1NCCNC(=S)Nc1ccc(Cl)cc1
-4.1	-6.9	-1.9	7.6	-3.1	-34.5	-3.9	-9.2	i	0.7	CCOc1ccccc1N1CCN(C(=O)c2ccc(OCC(=O)N3CCOCC3)c(OC)c2)CC1
-1.7	-1.1	9.5	-0.4	0.7	-3.7	0.6	-1.4	i	15.2	O=C(Cn1c(=O)cnc2ccccc21)NC1CCC(O)CC1 (stereo not given)

Other results:
MT1-MMP act inh	Scp-1 inhibitor	NadD block	NRP1-CendR mod	STEP block	SUMO1-SIM PPI	DNMT1 block	LMPTP inh	Rpn11 block	SKN-1 block	mol
4.4	-3.9	3.3	4.3	0.8	-1.1	-0.8	-0.8	i	15.1	CCN(CC(=O)NCc1cccs1)C(=O)C1CC(=O)N(c2ccc(OC)cc2OC)C1 (stereo not given)
-0.6	-1.2	-0.7	7.4	0.3	2.3	0.7	-1.6	i	1.3	Cc1cc(C)c(NC(=O)CSc2nc3[nH]ncc3c(=O)[nH]2)c(C)c1
1.2	2.2	4.4	-7.2	-0.6	-17.6	1.7	-1.1	i	-2.4	Cc1ccc(-c2nnc(Nc3ccc(C(=O)N(C)C)cc3)c3ccccc23)cc1S(N)(=O)=O
-0.8	-8.5	-2.8	5.6	-1.5	8.7	1.3	2.6	i	-5.4	COCCCn1c(=O)c2sccc2n2c(CCCC(=O)N3CCN(c4ccccn4)CC3)nnc12
2.1	12.7	-5.5	-1.0	2.2	-2.2	0.8	0.9	i	-11.1	CCC1CCCCN1CCCNC(=O)C1CCC(CNS(=O)(=O)c2c(C)cc(C)cc2C)CC1 (stereo not given)
4.4	-1.1	-0.9	3.3	-2.0	-2.3	0.0	-1.3	i	10.6	CCOc1ccc(OCc2nnc(SCC(=O)NC3CCS(=O)(=O)C3)n2-c2ccc(Cl)cc2)cc1 (stereo not given)
3.4	-10.2	-13.6	-3.7	0.1	-24.1	0.0	2.3	i	-9.6	Cc1cc([N+](=O)[O-])ccc1NCc1ccc2c(c1)OCCO2
3.7	-4.5	0.8	8.4	-3.7	-3.2	0.7	-1.0	i	10.8	COCC(C)NS(=O)(=O)c1ccccc1 (stereo not given)
-1.5	-14.1	-3.7	1.6	-6.1	2.9	-0.2	-0.2	i	-2.8	O=C(CCSCc1ccccc1F)NCCc1ccccc1
0.1	nt	-5.1	-16.0	-1.8	2.5	1.4	-2.1	i	1.6	CC(=O)c1ccc(OC2(C)CCN(CCOc3ccc(C)cc3)C2)cc1 (stereo not given)
-5.0	-4.4	-3.8	-5.8	-2.9	-7.9	15.7	0.8	i	5.5	Fc1ccccc1-c1cc2ccccc2cn1
5.0	-8.7	-3.3	1.0	3.8	-18.1	-1.7	0.5	i	9.5	Cc1ccc(Cl)c2c1=NC(=O)C=2c1[nH]c(=S)[nH]c1O

MT1-MMP act inh	Scp-1 inhibitor	NadD block	NRP1-CendR mod	STEP block	SUMO1-SIM PPI	DNMT1 block	LMPTP inh	Rpn11 block	SKN-1 block	mol
-2.6	-9.5	3.6	-11.9	-0.6	4.3	-1.0	0.2	i	0.6	Cc1ccc(NC(=O)CSCC(=O)Nc2ccc(S(=O)(=O)N3CCOCC3)cc2)cc1
-1.3	nt	-4.3	-45.7	-0.2	-10.1	-1.6	-1.9	i	28.1	Nc1nnnn1/N=C/c1ccccc1Cl
6.1	-2.2	5.5	0.9	-1.2	-12.4	-9.7	1.9	i	-2.1	N#Cc1c(N)n(CCOC(=O)c2cccc([N+](=O)[O-])c2)c2nc3ccccc3nc12
-1.9	-2.2	-1.8	5.4	-0.7	-0.7	5.0	-2.7	i	8.7	CCOc1ccc(C(=O)NC2CCN(S(=O)(=O)CC)CC2)cc1
3.5	0.4	-4.7	2.8	0.4	-6.9	5.5	36.6	i	-2.8	Cc1ccc(Nc2c3c(nc4ccccc24)CCC3)cc1
1.4	-9.7	-12.2	0.9	0.5	-1.9	2.7	1.5	i	-6.1	COC(=O)c1c(NC(=O)c2ccccc2)sc2c1CC(C)(C)OC2
2.4	-9.1	4.4	-7.0	-0.8	6.2	-0.3	-0.5	i	-2.0	O=C(Nc1nnc(-c2ccc(Cl)cc2)o1)C1CCCCC1
9.0	-0.4	-0.6	1.1	3.6	0.6	1.0	-2.2	i	13.3	CCCSc1nn2c(=O)c3ccccc3nc2s1
-0.7	-2.2	-4.0	6.4	3.8	-1.7	0.9	-1.2	i	17.8	Cn1c2c(c(=O)n(C)c1=O)C(C(F)(F)F)(C(F)(F)F)N=C(c1ccccc1Cl)N2
2.8	-7.2	0.3	-0.8	1.0	2.6	3.0	1.8	i	9.4	CCOCC(=O)N1CCN(c2cccc(Cl)c2)CC1
-0.5	-8.1	-5.6	2.2	-0.1	-5.2	-3.3	-2.0	i	19.2	O=C(N/N=C/c1ccc(C(F)(F)F)cc1)c1ccncc1
1.4	-2.8	-3.4	5.3	-3.7	3.7	-1.5	-0.7	i	4.0	Cc1cc(NC(=O)C2CC(=O)N(c3ccccc3Cl)C2)no1 (stereo not given)
